Cardio protect: cardioprotection against H2O2-induced cell death, primary screen, uHTS, H9c2 cells, ATPLite luminescence | protection from H2O2 cell death, % at 20 µM | 0.63% of 360,000 active | H9c2 cardiomyocytes, H2O2 injury protection, 2 h | AID 588492, 2011;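 active means compounds giving at least 50% protection of heart cells from peroxide-induced death in the single-dose screen, raw or plate-pattern-corrected value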;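 further: 0% = DMSO wells with peroxide and 100% = DMSO wells without peroxide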
aDG glyco up: activators of alpha-DG glycosylation, primary screen, uHTS, Pro5-aDG cells, AlphaScreen; AID 624168, 2012; 0.22% of 360,000 active; activation, % at 10 µM; alpha-DG glycosylation AlphaScreen (IIH6); 0% Pro5, 100% B10-LARGE cell signal;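 active means activation of at least 8% versus controls, or a plate z-score of at least 8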;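 further: Pro5 are CHO cells carrying HIG-tagged alpha-DG that lacks glycosylation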
PDI inh: inhibitors of human PDI, primary screen, biochemical, turbidity, single point, plate reader; 0.052% of 350,000 active; Protein disulfide-isomerase (Homo sapiens), P07237; inhibition, % at 10 µM; PDI insulin aggregation turbidity, A650, 90 min;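 active means mean inhibition across replicates of 30% or more, whatever share of single replicates reach that level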;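 further: absorbance from insulin aggregation driven by PDI reduction with DTT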
Target sequence (P07237 whole entry, looked up): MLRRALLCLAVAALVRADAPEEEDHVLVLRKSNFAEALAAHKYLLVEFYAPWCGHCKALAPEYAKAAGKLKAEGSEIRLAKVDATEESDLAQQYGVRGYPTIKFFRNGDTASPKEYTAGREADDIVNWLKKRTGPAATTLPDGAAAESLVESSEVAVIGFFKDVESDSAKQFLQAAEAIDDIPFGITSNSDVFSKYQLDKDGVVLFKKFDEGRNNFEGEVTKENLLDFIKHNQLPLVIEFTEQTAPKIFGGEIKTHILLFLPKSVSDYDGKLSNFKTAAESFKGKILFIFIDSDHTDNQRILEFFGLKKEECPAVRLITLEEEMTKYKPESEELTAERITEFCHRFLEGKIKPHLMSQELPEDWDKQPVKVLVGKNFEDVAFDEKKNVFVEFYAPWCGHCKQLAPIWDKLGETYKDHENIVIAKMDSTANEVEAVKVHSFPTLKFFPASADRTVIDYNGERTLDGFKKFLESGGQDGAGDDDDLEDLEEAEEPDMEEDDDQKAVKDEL
HTR2A ag: mouse Htr2a agonists via beta-arrestin recruitment, primary screen, cell-based, luminescence. 5-hydroxytryptamine receptor 2A (Mus musculus), P35363. CHO-K1 mHTR2A beta-arrestin complementation; percent of 30 µM serotonin response. 0.66% of 360,000 active. activation, % at 7.6 µM;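 active means activation above a run cutoff, the mean activation of all tested compounds plus 3 SD, cut at about 14% in these data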;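 further: 0% = plate median of compound wells and 100% = 30 µM serotonin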
Target sequence (P35363 whole entry, looked up): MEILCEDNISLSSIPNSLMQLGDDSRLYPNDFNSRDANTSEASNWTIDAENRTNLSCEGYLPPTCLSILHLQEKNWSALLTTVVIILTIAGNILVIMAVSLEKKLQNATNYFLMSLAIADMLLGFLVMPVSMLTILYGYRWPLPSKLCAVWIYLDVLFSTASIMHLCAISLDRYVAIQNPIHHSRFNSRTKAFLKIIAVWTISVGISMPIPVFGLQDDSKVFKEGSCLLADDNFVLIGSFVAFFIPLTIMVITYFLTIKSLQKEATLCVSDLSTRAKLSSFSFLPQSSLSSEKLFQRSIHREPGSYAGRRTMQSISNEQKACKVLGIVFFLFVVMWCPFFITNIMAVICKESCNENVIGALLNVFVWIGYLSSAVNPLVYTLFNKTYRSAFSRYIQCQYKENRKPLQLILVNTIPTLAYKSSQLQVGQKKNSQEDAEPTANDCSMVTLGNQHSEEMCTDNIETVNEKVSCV
MC4R antagonist: MC4R antagonists of cAMP signaling, primary screen, cell-based, TR-FRET, antagonist arm of biased-ligand search. Melanocortin receptor 4 (Homo sapiens), P32245. MC4R-expressing cells, MTII-stimulated cAMP, LANCE TR-FRET. inhibition, % at 6.5 µM. 0.48% of 360,000 active. AID 540295, 2011;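 active means inhibition above its plate's cutoff, the mean of tested wells on that plate plus 3 SD, cut at about 29% in these data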;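 further: 0% = Melanotan II alone and 100% = Melanotan II plus saturating MCL0020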
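material = U2OS cells stably expressing human melanocortin 4 receptor (MC4R) | also added = Melanotan II challenge | dosing = single nominal compound dose of 6.5 µM | detection = TR-FRET with Eu-cAMP and labeled anti-cAMP, 671 nm | replication = singlicate | timing = compound 30 min, challenge 1 h, detection 1 h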
CaV13 FRET inh: Primary screen for inhibitors of IQ motif and Ca2+-dependent inactivation inhibitor domain binding in CACNA1D, Förster resonance energy transfer in living cells, …. inhibition, % at 12.3 µM. 0.098% of 340,000 active. HEK cells, CFP/YFP FRET ICDI-IQ, plate reader, 10 min; percent FRET-ratio fall versus neutral wells. AID 743397;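 active means mean replicate inhibition of at least 30% and at least 1% of replicates passing that level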;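 further: 0% = median of the neutral control wells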
MC4R ag barr: MC4R agonists recruiting beta-arrestin, primary screen, cell-based, luminescence, agonist arm of biased-ligand search. Melanocortin receptor 4 (Homo sapiens), P32245. U2OS MC4R beta-arrestin complementation; percent of melanotan II response, DMSO zero. activation, % at 8.9 µM. 0.98% of 360,000 active;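 active means activation above a per-plate cutoff, the mean activation of sample wells on that plate plus 3 SD, cut at about 8% in these data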
Vif inh: HIV Vif self-association inhibitors, primary screen, imaging, HEK293T, single point; 0.35% of 340,000 active; HEK293T cells, Vif self-association by quenched fluorescence, 24 h; inhibition, % at 7.49 µM; in the data active means inhibition above about 50%, passing the limit was not always enough; further: some results filed as inactive read as strong as hits
Glyco luc inh: increase of ERlucT glycosylation luciferase signal, primary screen, N-linked glycosylation inhibitor project, D54 ERlucT cells, luminescence, set 2. D54 ERlucT glycosylation luciferase reporter, 24 h; percent of 100 nM tunicamycin response. reporter increase, % at 12.5 µM. 0.23% of 360,000 active;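 active means mean luciferase reporter signal, scaled so untreated is 0 and the glycosylation-blocking control 100, at or above a set limit in every replicate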;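 further: luciferase carries N-glycosylation sites so blocking glycosylation raises the light; 0% = median of neutral control wells and 100% = median of 100 nM tunicamycin wells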
ABCB6 inh MLPCN: ABCB6 transporter inhibitors, primary screen, K562-ABCB6 cells, flow cytometry, MLPCN library. ATP-binding cassette sub-family B member 6 (Homo sapiens), Q9NP58. K562-ABCB6 porphyrin accumulation, 1 h; active compounds read low. fluorescence ratio to DMSO, % at 10 µM. 0.19% of 360,000 active;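 active means fluorescence ratio to DMSO below 75%, the collection mean minus 3 SD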;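 further: signal is porphyrin accumulated inside mitochondria; 100% equals median channel fluorescence of DMSO control wells; lower ratio means ABCB6 inhibition with less porphyrin fluorescence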
An asterisk follows results filed as active; & = joins results of further samples. Compounds as they come (roughly 3.6% active in at least one column).

For Cc1onc(-c2c(Cl)cccc2Cl)c1CO/N=C(\C#N)c1c(Cl)cccc1Cl the results were Cardio protect -5, aDG glyco up -0.1, PDI inh -2, HTR2A ag -7, MC4R antagonist 10, CaV13 FRET inh -5, MC4R ag barr -1.3, Vif inh 16, Glyco luc inh -6 and ABCB6 inh MLPCN 101.
Screening CCN1C(=O)[C@@H]2[C@@H](c3ccc(-c4ccc(Cl)c(Cl)c4)cc3)N3CCCC[C@@]3(C(=O)OC)[C@@H]2C1=O returned Cardio protect -9, aDG glyco up 0.0, PDI inh -4, HTR2A ag 5, MC4R antagonist 3, CaV13 FRET inh -12, MC4R ag barr -2.1, Vif inh 5, Glyco luc inh -8 and ABCB6 inh MLPCN 97.
`CCN(CC(=O)N1CCN(C)CC1)S(=O)(=O)c1ccc(Cl)cc1` gave Cardio protect -8, aDG glyco up 0.8, PDI inh 0, HTR2A ag 1, MC4R antagonist 5, CaV13 FRET inh -5, MC4R ag barr 0.8, Vif inh 9, Glyco luc inh 1 and ABCB6 inh MLPCN 95.
Screening CCC(NC(C)C)C(O)c1ccc(O)c(O)c1 (centres undefined) returned Cardio protect 3, aDG glyco up 0.1, PDI inh 0, HTR2A ag 5, MC4R antagonist -8, CaV13 FRET inh -5, MC4R ag barr 1.0, Vif inh 19&7, Glyco luc inh -1 and ABCB6 inh MLPCN 94.
For CCC1(c2ccccc2)NC(=O)N(CC(=O)Nc2cc(Cl)ccc2N2CCN(C)CC2)C1=O (centres undefined) the results were Cardio protect 14, aDG glyco up 0.0, PDI inh -2, HTR2A ag -2, MC4R antagonist 5, CaV13 FRET inh -14, MC4R ag barr -2.7, Vif inh 1, Glyco luc inh -2 and ABCB6 inh MLPCN 98.
`C/C(=N\O)C(C)(C)Nc1ccccc1F` gave Cardio protect 6, aDG glyco up -0.1, PDI inh 3, HTR2A ag 1, MC4R antagonist 3, CaV13 FRET inh 5, MC4R ag barr -3.5, Vif inh 6, Glyco luc inh 1 and ABCB6 inh MLPCN 99.
Screening O=C1CN(C(=O)c2ccco2)C(c2ccc(F)cc2)c2cc(Cl)ccc2N1 (centres undefined) returned Cardio protect 3, aDG glyco up -0.4, PDI inh 6, HTR2A ag 4, MC4R antagonist 12, CaV13 FRET inh -8, MC4R ag barr -1.5, Vif inh 6, Glyco luc inh 1 and ABCB6 inh MLPCN 100.
CCN(CC)S(=O)(=O)c1cccc(C(=O)OCC(=O)NCc2ccccc2OC)c1 was read as Cardio protect 5, aDG glyco up -0.1, PDI inh 2, HTR2A ag -2, MC4R antagonist 9, CaV13 FRET inh -5, MC4R ag barr -2.9, Vif inh 1, Glyco luc inh -1 and ABCB6 inh MLPCN 98.
Screening CC(=O)NC1C(O)OC(CO)C(O)C1O (centres undefined) returned Cardio protect -7, aDG glyco up 2.5, PDI inh -1, HTR2A ag 1, MC4R antagonist 6, CaV13 FRET inh -5, MC4R ag barr 0.5, Vif inh -3, Glyco luc inh -14 and ABCB6 inh MLPCN 101.
`CCN(CCNC(=O)C1CCN(S(C)(=O)=O)CC1)c1ccccc1` gave Cardio protect 5, aDG glyco up 0.0, PDI inh -1, HTR2A ag -2, MC4R antagonist 0, CaV13 FRET inh -5, MC4R ag barr 1.1, Vif inh 10, Glyco luc inh 2 and ABCB6 inh MLPCN 98.
CCCCc1nc2cc(C(=O)N3CCN(c4nc(C)cnc4C)CC3)ccc2o1 was read as Cardio protect -6, aDG glyco up 0.3, PDI inh 5, HTR2A ag 2, MC4R antagonist -5, CaV13 FRET inh -3, MC4R ag barr -1.2, Vif inh -22, Glyco luc inh 0 and ABCB6 inh MLPCN 96.
COc1ccc(Cc2noc(CN3CCN(Cc4cccc(Cl)c4)CC3)n2)cc1OC was read as Cardio protect -10, aDG glyco up 1.0, PDI inh -9, HTR2A ag 2, MC4R antagonist 34*, CaV13 FRET inh -6, MC4R ag barr -1.0, Vif inh -14, Glyco luc inh 1 and ABCB6 inh MLPCN 90.

Among those listed so far, these contain an aryl methoxy group.
CCN(CC)S(=O)(=O)c1cccc(C(=O)OCC(=O)NCc2ccccc2OC)c1 was read as Cardio protect 5, aDG glyco up -0.1, PDI inh 2, HTR2A ag -2, MC4R antagonist 9, CaV13 FRET inh -5, MC4R ag barr -2.9, Vif inh 1, Glyco luc inh -1 and ABCB6 inh MLPCN 98.
COc1ccc(Cc2noc(CN3CCN(Cc4cccc(Cl)c4)CC3)n2)cc1OC was read as Cardio protect -10, aDG glyco up 1.0, PDI inh -9, HTR2A ag 2, MC4R antagonist 34*, CaV13 FRET inh -6, MC4R ag barr -1.0, Vif inh -14, Glyco luc inh 1 and ABCB6 inh MLPCN 90.

Other compounds.
COC(=O)c1sc2ccccc2c1C(=O)OC was read as Cardio protect -4, aDG glyco up -0.2, PDI inh 2, HTR2A ag -5, MC4R antagonist 4, CaV13 FRET inh -9, MC4R ag barr -1.7, Vif inh -4, Glyco luc inh 2 and ABCB6 inh MLPCN 108.
Screening Cn1c(SCc2nc3ccccc3s2)nnc1-c1ccc2c(c1)OCO2 returned Cardio protect -5, aDG glyco up 0.1, PDI inh -1, HTR2A ag 0, MC4R antagonist -1, MC4R ag barr -0.3, Vif inh -8, Glyco luc inh 6 and ABCB6 inh MLPCN 97.
For Cc1cccc(OCC(=O)N/N=C/c2ccccc2C(=O)O)c1 the results were Cardio protect 6, aDG glyco up 0.2, PDI inh 5, HTR2A ag 2, MC4R antagonist 5, CaV13 FRET inh 2, MC4R ag barr -0.3, Vif inh 2, Glyco luc inh 1 and ABCB6 inh MLPCN 100.
O=C(NNC(=O)c1cc(Br)ccc1Cl)c1csc(N2CCOCC2)n1 was read as Cardio protect 4, aDG glyco up -0.2, PDI inh 4, HTR2A ag -5, MC4R antagonist 9, CaV13 FRET inh -2, MC4R ag barr 1.0, Vif inh 20, Glyco luc inh 0 and ABCB6 inh MLPCN 98.
For Cc1ccc2c(c1)COc1c3ccc(C(=O)N4CCCCC4)cc3nn1-2 the results were Cardio protect -8, aDG glyco up 0.4, PDI inh -3, HTR2A ag -1, MC4R antagonist 7, CaV13 FRET inh -11, MC4R ag barr 1.1, Vif inh -13, Glyco luc inh -1 and ABCB6 inh MLPCN 98.
Screening CCCCOc1ccccc1NC(=O)c1ccco1 returned Cardio protect 3, aDG glyco up 0.3, PDI inh -7, HTR2A ag 0, MC4R antagonist -3, MC4R ag barr 4.1, Glyco luc inh -1 and ABCB6 inh MLPCN 95.
For CC(C)N1CCc2c(sc(NC(=O)c3ccc4ccccc4c3)c2C(N)=O)C1 the results were Cardio protect -9, aDG glyco up 1.8, PDI inh 0, HTR2A ag 0, MC4R antagonist 7, MC4R ag barr -1.4, Vif inh inactive, Glyco luc inh -4 and ABCB6 inh MLPCN 106.
`CCC(=O)N(c1nnc(SC(C)C(=O)Nc2ccc(N3CCOCC3)cc2)s1)C1CC1` (centres undefined) gave Cardio protect -1, aDG glyco up -0.2, PDI inh -7, HTR2A ag -4, MC4R antagonist 6, CaV13 FRET inh -7, MC4R ag barr -2.1, Vif inh 14, Glyco luc inh -2 and ABCB6 inh MLPCN 99.
For Cc1[nH]n(-c2ccccc2)c(=O)c1/C=N/NC(=O)c1ccc(O)cc1O the results were Cardio protect 14, aDG glyco up -0.2, PDI inh 4, HTR2A ag 4, MC4R antagonist 24, MC4R ag barr -3.2, Vif inh 0, Glyco luc inh 2 and ABCB6 inh MLPCN 101.
Cc1cc(F)ccc1S(=O)(=O)Nc1c(C)n(C)n(-c2ccccc2)c1=O was read as Cardio protect -2, aDG glyco up -0.2, PDI inh -1, HTR2A ag -3, MC4R antagonist 13, CaV13 FRET inh -5, MC4R ag barr 0.2, Vif inh 6, Glyco luc inh -1 and ABCB6 inh MLPCN 98.
Screening O=C(CCn1cnc2ccccc2c1=O)Nc1cccc(Cl)c1 returned Cardio protect 3, aDG glyco up 0.0, PDI inh -7, HTR2A ag -1, MC4R antagonist 8, CaV13 FRET inh 4, MC4R ag barr -0.1 and ABCB6 inh MLPCN 100.
CCOc1ccc(N2CC(NS(=O)(=O)c3cccs3)CC2=O)cc1 (centres undefined) was read as Cardio protect 6, aDG glyco up 0.2, PDI inh -11, HTR2A ag 2, MC4R antagonist 0, CaV13 FRET inh -5, MC4R ag barr -3.5, Vif inh 4, Glyco luc inh -3 and ABCB6 inh MLPCN 100.

2 neighbouring records out of the list so far:
Screening O=C(CCn1cnc2ccccc2c1=O)Nc1cccc(Cl)c1 returned Cardio protect 3, aDG glyco up 0.0, PDI inh -7, HTR2A ag -1, MC4R antagonist 8, CaV13 FRET inh 4, MC4R ag barr -0.1 and ABCB6 inh MLPCN 100.
CCOc1ccc(N2CC(NS(=O)(=O)c3cccs3)CC2=O)cc1 (centres undefined) was read as Cardio protect 6, aDG glyco up 0.2, PDI inh -11, HTR2A ag 2, MC4R antagonist 0, CaV13 FRET inh -5, MC4R ag barr -3.5, Vif inh 4, Glyco luc inh -3 and ABCB6 inh MLPCN 100.

Next records:
For CC1=NN(C(N)=S)C(=O)C1N=Nc1cccc(C(=O)O)c1 (centres undefined) the results were Cardio protect -4, aDG glyco up -0.2, PDI inh -16, HTR2A ag 3, MC4R antagonist -16, CaV13 FRET inh -2, MC4R ag barr 0.0, Vif inh -1, Glyco luc inh -3 and ABCB6 inh MLPCN 101.
`N#CCCCCn1c(-c2cncs2)nc2ccccc21` gave Cardio protect 1, aDG glyco up 0.0, PDI inh -3, HTR2A ag 8, MC4R antagonist 3, CaV13 FRET inh -5, MC4R ag barr -1.2, Vif inh 2, Glyco luc inh 0 and ABCB6 inh MLPCN 91.
`Cc1ccc(S(=O)(=O)N2CCOCC2)cc1NC(=O)CN1CCC(Cc2ccccc2)CC1` gave Cardio protect -20, aDG glyco up 4.3, PDI inh -7, HTR2A ag -5, MC4R antagonist 15, CaV13 FRET inh -5, MC4R ag barr 1.1, Vif inh 1, Glyco luc inh -7 and ABCB6 inh MLPCN 107.
For COc1ccccc1N1CCN(c2ccc3ccccc3n2)CC1 the results were Cardio protect -10, aDG glyco up 0.1, PDI inh 0, HTR2A ag 0, MC4R antagonist 3, CaV13 FRET inh -3, MC4R ag barr 0.3, Vif inh -6, Glyco luc inh -16 and ABCB6 inh MLPCN 94.

Compound activity as filed in PubChem BioAssay.
